Screening results from PubChem.
OX1R antag-1: antagonists of human orexin 1 receptor (OX1R) | AID 485270, 2010 | Orexin/Hypocretin receptor type 1 (Homo sapiens), O43613 | 330,000 compounds, 1.8% hits | OX1R-expressing cells, FRET antagonist read-out | inhibition, % at 6.6 µM; in the data active = inhibition mostly above about 38%, no sharp cut-off; inactive = mostly below about 40%;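 note: 0% = agonist challenge alone and 100% = reference antagonist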
Target sequence (O43613 whole entry, looked up): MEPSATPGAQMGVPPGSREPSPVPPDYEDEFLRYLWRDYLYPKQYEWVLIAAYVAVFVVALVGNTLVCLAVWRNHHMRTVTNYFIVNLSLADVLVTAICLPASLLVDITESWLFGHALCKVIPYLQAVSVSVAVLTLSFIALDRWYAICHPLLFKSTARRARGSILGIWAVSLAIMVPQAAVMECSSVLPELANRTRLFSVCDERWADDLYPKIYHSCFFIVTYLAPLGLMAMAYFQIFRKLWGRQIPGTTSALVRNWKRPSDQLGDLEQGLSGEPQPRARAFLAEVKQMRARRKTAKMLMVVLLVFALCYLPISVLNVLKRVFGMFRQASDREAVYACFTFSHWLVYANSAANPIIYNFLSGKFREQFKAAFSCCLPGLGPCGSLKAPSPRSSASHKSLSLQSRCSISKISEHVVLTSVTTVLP
OX1R antag-2: OX1R (HCRTR1) antagonists, primary screen, fluorescence, CHO/OX1R cells, Fluo-8 calcium, orexin A | AID 434989, 2010 | inhibition, % at 5 µM | 330,000 compounds, 0.43% hits | Fluo-8 calcium fluorescence;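 active = inhibition above its plate's threshold, mean inhibition of all tested compounds on the plate plus 3 SD, cut at about 37% in these data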;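 note: 0% = orexin A challenge wells and 100% = SB-334867-A antagonist wells; not every result past the cut was called active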
Numbers without * were called inactive.

OX1R antag-1 | OX1R antag-2 | structure
-1 | -18 | CCOc1ccc(N(CC(=O)NC2CCCCC2C)S(=O)(=O)c2c(C)noc2C)cc1 (stereo unspecified)
6 | 4 | CC(C)CCCC(C)CCOC(=O)CN1CCCC1 (stereo unspecified)
3 | -8 | COc1ccc2cc(N=Cc3nc(-c4ccc(C)cc4)oc3O)cnc2c1
6 | 5 | CC(OC(=O)c1cc2ccccc2cc1O)C(=O)Nc1ccc(S(N)(=O)=O)cc1 (stereo unspecified)
17 | -46 | Cc1ccccc1-c1nc(CS(=O)(=O)CC(=O)NC2CCCCC2C)c(C)o1 (stereo unspecified)
4 | -9 | COc1ccc(NC(=O)NCCCN2CCc3ccccc3C2)cc1
31 | -16 | CN(C)C(=O)c1ccc(NC(=O)c2ccccc2Sc2ccccc2C#N)cc1
18 | -5 | COc1ccccc1N1CCN(C(CNS(=O)(=O)c2cc(F)ccc2F)c2cccnc2)CC1 (stereo unspecified)
-5 | -11 | CN(CC(=O)Nc1ccc(F)c(F)c1F)C(=O)CCCc1nc2ccccc2c(=O)[nH]1
18 | -26 | COc1ccc(Cl)cc1C(=O)C1CCCN(Cc2cnc(N3CCOCC3)s2)C1 (stereo unspecified)
6 | -26 | Cc1cccc(-n2c(C)cc(/C=C3\NC(=O)NC3=O)c2C)c1
16 | 1 | Cn1c(=O)c(C#N)c(-c2ccccc2)n2cnnc12
22 | -1 | CC(=O)c1ccc(NC(=S)Nc2cccc(S(=O)(=O)Nc3c(C)n(C)n(-c4ccccc4)c3=O)c2)cc1
6 | 18 | COc1cc2c(cc1OC)-c1cc(N3CCCc4ccccc43)nc(=O)n1CC2
4 | -10 | Cc1cc(C(=O)N2CCC(C(=O)O)CC2)c(C)o1
10 | -10 | CCCCN1C(=N)N([C@@H](CCC)CN2CCC[C@H]2CN2C(N)=NC[C@@H]2Cc2ccccc2)C[C@H]1[C@H](C)CC
1 | -21 | CCCCCN(C(=O)COC(=O)c1ccc(C)cc1)c1c(N)n(CCCC)c(=O)[nH]c1=O
9 | -8 | Cc1ccc(C2NC(=O)NC(O)(C(F)(F)F)C2C(=O)c2cccs2)o1 (stereo unspecified)
29 | -22 | COc1ccccc1Nc1nn2c(=O)c3ccc(C(=O)N4CCC(C)CC4)cc3nc2s1
0 | -22 | Fc1cc(F)cc(-c2c(-c3ccccc3)ncc3ccc(F)cc23)c1
25 | 2 | COc1ccc(CC(=O)NNC(=O)c2cc(C)oc2C)cc1OC
4 | -18 | O=C(/C=C/c1ccco1)Nc1ccc(CN2CCOCC2)cc1
6 | -19 | COc1cc(C2CC(=O)c3cnc(NC(=O)COc4ccccc4)nc3C2)cc(OC)c1OC (stereo unspecified)
2 | -17 | CN(C)c1ccc(C(=O)N/N=C/c2cc(Br)cc(Br)c2O)cc1

Single entries from the results shown.
OX1R antag-2 result of CN(C)C(=O)c1ccc(NC(=O)c2ccccc2Sc2ccccc2C#N)cc1 = -16
OX1R antag-1 result of CC(=O)c1ccc(NC(=S)Nc2cccc(S(=O)(=O)Nc3c(C)n(C)n(-c4ccccc4)c3=O)c2)cc1 = 22
OX1R antag-2 result of COc1ccc2cc(N=Cc3nc(-c4ccc(C)cc4)oc3O)cnc2c1 = -8
OX1R antag-2 result of COc1cc2c(cc1OC)-c1cc(N3CCCc4ccccc43)nc(=O)n1CC2 = 18
OX1R antag-2 result of COc1ccc(Cl)cc1C(=O)C1CCCN(Cc2cnc(N3CCOCC3)s2)C1 (stereo unspecified) = -26
OX1R antag-2 result of Fc1cc(F)cc(-c2c(-c3ccccc3)ncc3ccc(F)cc23)c1 = -22

Next results follow.
OX1R antag-1 | OX1R antag-2 | structure
0 | -26 | Cc1cccc(CSc2nc3sc(C)c(C)c3c(=O)n2Cc2ccco2)c1
9 | 2 | CC(=O)c1cccc(NC(=O)C=C(C)C)c1
14 | -11 | CC/C=C/C(=O)N1CC2(CC(c3cccc(NC(=O)CC(c4ccccc4)c4ccccc4)c3)=NO2)C[C@@H]1C(N)=O (stereo partly specified)
9 | -4 | C[C@@H]1COC(=O)[C@H](NC(=O)OCC2c3ccccc3-c3ccccc32)C/C=C\C[C@@H](CC(=O)N[C@@H](CO)Cc2ccccc2)C(=O)N1
31 | -26 | CC(=O)Oc1c(Cl)cc(Cl)cc1/C=C/c1ccc2ccccc2n1
19 | -18 | Cc1ccnc(NC(=O)c2cnc(Cl)c(Cl)c2)c1
5 | 0 | CC(C)(C)c1ccc(OCc2ccc(C(=O)N3CCOCC3)o2)cc1
-4 | -11 | Cc1ccc(SCc2c(C(=O)N/N=C/c3ccncc3)nnn2-c2nonc2N)cc1
7 | 4 | CN(C)C(=S)Nc1ccc(N2CCOCC2)cc1
8 | -13 | CCCOC(=O)c1c(N)sc(C(=O)OCC)c1C
14 | -19 | O=C1S/C(=C/c2ccccc2F)C(=O)N1CCN=C1NS(=O)(=O)c2ccccc21
-3 | -22 | CC(C)CCNC(=O)c1cn(CC(C)C)c(=O)c2c1c1ccccc1n2C

Single records (already shown). Order of values: OX1R antag-1, OX1R antag-2
Profile of Cc1ccc(SCc2c(C(=O)N/N=C/c3ccncc3)nnn2-c2nonc2N)cc1 : -4, -11
Profile of CC(=O)Oc1c(Cl)cc(Cl)cc1/C=C/c1ccc2ccccc2n1 : 31, -26
Profile of Cc1ccnc(NC(=O)c2cnc(Cl)c(Cl)c2)c1 : 19, -18
Profile of CC(C)CCNC(=O)c1cn(CC(C)C)c(=O)c2c1c1ccccc1n2C : -3, -22
Profile of CN(C)C(=S)Nc1ccc(N2CCOCC2)cc1 : 7, 4

Next compounds:
OX1R antag-1 | OX1R antag-2 | structure
71* | 22 | CCc1ccc([C@@H]2CC=C(C(=O)O)[C@H](c3cccc(Cl)c3)N2S(=O)(=O)c2ccc(C)cc2)cc1
19 | -19 | O=c1c2c(-c3cccs3)csc2ncn1-c1ccc(Br)cc1
7 | -9 | N#CCC(=O)N/N=C/c1coc2ccccc2c1=O
27 | -11 | Cc1ccc(NC(=O)/C(C#N)=N/Nc2ccc(C(=O)O)cc2)c(C)c1
16 | -9 | COc1ccc(NC(=O)Nc2cccc3c2O[C@H](CN(C)C(=O)Nc2ccc(C(F)(F)F)cc2)[C@@H](C)CN([C@H](C)CO)C3=O)cc1
3 | -16 | CC(=O)c1ccc(OCC(O)Cn2nnc3ccccc32)cc1 (stereo unspecified)
11 | -13 | Cc1ccc(C)c(S(=O)(=O)N/N=C/c2ccc(N3CCOCC3)cc2)c1
7 | -28 | COc1ccc([N+](=O)[O-])cc1N(CC(=O)NCCC1=CCCCC1)S(C)(=O)=O
5 | -5 | CCOC(=O)C(Cc1ccccc1)(NC(C)=O)C(=O)OCC
8 | -22 | Cn1ncc([N+](=O)[O-])c1C(=O)Nc1ccn(Cc2ccccc2F)n1
18 | -18 | CCn1c(SCC(=O)NCCc2ccccc2)nc2sc3c(c2c1=O)CCN(C)C3
4 | -13 | COc1ccc(CCn2nnc(-c3ccc(NC(C)=O)c(Cl)c3)n2)cc1
7 | -36 | CCOC(=O)c1c(NC(=O)c2cc(C(C)C)on2)sc(C(C)=O)c1C
26 | -9 | CCOc1ccc(CC(=O)NNC(=S)NC2CCCCC2)cc1OCC
4 | 5 | CCOC(=O)CSC1=C(C#N)C(=O)NC(c2ccc(OC)cc2)S1 (stereo unspecified)
22 | -7 | CCN(C(=O)COC(=O)COc1ccc2c(C)cc(=O)oc2c1)C1CCS(=O)(=O)C1 (stereo unspecified)
26 | 4 | CC(=O)c1c(C)[nH]c(C(=O)Nc2cccc(C)c2C)c1C
2 | -18 | CC1CCN(C(=O)c2scc3c2OCCO3)CC1
13 | -39 | Cc1ccc(NNc2c(C)nc3ccccc3nc2=O)cc1
11 | -30 | Cc1cccc(C)c1N=C1NN=C(c2ccccc2F)CS1
7 | -14 | CN(C)S(=O)(=O)N(CC(=O)N1CCOCC1)c1ccccc1
12 | -25 | O=C(NCCCn1ccnc1)c1cccc(S(=O)(=O)Nc2ccccc2F)c1
8 | -14 | CCc1noc(C)c1C(=O)N(CC)CC(=O)Nc1cc(Cl)ccc1C
12 | -8 | COc1ccc(Cl)cc1NS(=O)(=O)c1cc(Cl)ccc1OC

7 structures out of the list, arranged by SMILES length, rising.
OX1R antag-1 | OX1R antag-2 | structure
2 | -18 | CC1CCN(C(=O)c2scc3c2OCCO3)CC1
13 | -39 | Cc1ccc(NNc2c(C)nc3ccccc3nc2=O)cc1
11 | -30 | Cc1cccc(C)c1N=C1NN=C(c2ccccc2F)CS1
12 | -8 | COc1ccc(Cl)cc1NS(=O)(=O)c1cc(Cl)ccc1OC
7 | -14 | CN(C)S(=O)(=O)N(CC(=O)N1CCOCC1)c1ccccc1
12 | -25 | O=C(NCCCn1ccnc1)c1cccc(S(=O)(=O)Nc2ccccc2F)c1
7 | -36 | CCOC(=O)c1c(NC(=O)c2cc(C(C)C)on2)sc(C(C)=O)c1C

(next part)
OX1R antag-1 | OX1R antag-2 | structure
-1 | -1 | O=C(NCc1ccccc1)c1cc(-n2cnnc2)ccc1Cl
10 | -40 | O=C(CN1CCNCC1)Nc1ccccc1Cl
19 | -31 | COc1cc(OC)cc(-c2c(-c3cccs3)c3cc(-c4cnc(N)nc4)ccc3n2C)c1
1 | 2 | COc1cccc(C(=O)N(C)Cc2c(C)nn(C3CCS(=O)(=O)C3)c2C)c1 (stereo unspecified)
3 | -6 | Cc1ccc(CN(C)C(=O)c2cc(COc3cccc(C(F)(F)F)c3)on2)o1
2 | -16 | C/C(=N\NC(=O)c1cccc(S(=O)(=O)N2CCOCC2)c1)c1ccc(O)cc1
-3 | 0 | CC(=O)Nc1ccc(S(=O)(=O)NCC(C)NS(=O)(=O)c2ccc(NC(C)=O)cc2)cc1 (stereo unspecified)
9 | -10 | Cc1cc(C=O)c(C)n1-c1ccc(Cl)c(C(=O)O)c1
-2 | -18 | O=C(c1ccc2ccccc2c1)N1CCN(Cc2ccccc2)CC1
11 | 5 | Cc1cc(C)n(C(=O)COc2ccc([N+](=O)[O-])cc2)n1
5 | -11 | CCSc1nnc(NC(=O)c2csc3c2CCC(C)C3)s1 (stereo unspecified)
15 | -43 | Oc1ccc(/C=N/Nc2nc(N3CCCCCC3)nc(N3CCCCCC3)n2)c(O)c1
9 | -1 | CC(NC(=O)c1ccc(-c2ccccc2)cc1)C(c1ccccc1)N1CCOCC1 (stereo unspecified)
0 | -19 | O=C(COC(=O)c1ccccn1)NCCCc1ccccc1
8 | -8 | COc1ccc(CCNC(=O)CCc2nc3ccccc3[nH]2)cc1OC
21 | -12 | CC(=O)NCC(=O)N(C)C(C(=O)Nc1ccc(C(C)C)cc1)c1ccccc1 (stereo unspecified)
25 | -5 | CCc1cccc2c(C(=O)CCl)c[nH]c12
51 | -8 | CCCNC(=O)COC(=O)c1ccc(N2CCCC2)c([N+](=O)[O-])c1
17 | 15 | COc1ccc(C(=O)N/N=C/c2sc3ccccc3c2O)cc1
21 | -4 | Cc1ccc(NC(=O)NC(=O)CSc2n[nH]c(N)n2)c(C)c1
18 | -23 | CCCN(CC(=O)Nc1ccccc1Br)CC(=O)Nc1ccc(F)c(F)c1F
11 | -37 | Cc1ccc(N(Cc2cc3ccc(C)cc3[nH]c2=O)C(=O)c2ccco2)cc1
2 | -6 | CC(C)c1ccc(C(CC(=O)O)N2Cc3ccccc3C2=O)cc1 (stereo unspecified)
17 | -40 | N/C(=N\NC(=O)c1sccc1OCc1ccc(Cl)cc1Cl)c1ccccn1
9 | 2 | CC(=O)Nc1cccc(NC(=O)COc2nncc3ccccc23)c1
8 | -19 | CCOc1ccc(C2c3cc(OC)c(OC)cc3CC(=O)N2c2ccc(OC)cc2)cc1 (stereo unspecified)
-2 | -3 | O=c1cc(-c2ccccc2)[nH][nH]1
3 | 2 | CCCCN(C)S(=O)(=O)c1ccc(C(=O)N(CCN(C)C)c2nc3ccc(C)cc3s2)cc1
19 | -23 | C/C=C(\C)C(=O)NCCN1C2=NC[C@H](Cc3ccc(O)cc3)N2C[C@@H]1Cc1ccc(OC)cc1
11 | -20 | COc1ccccc1OCCNC(=O)c1ccccc1OCc1c(C)noc1C
10 | -26 | COc1ccc2ccc(=O)oc2c1CC=C(C)C
-2 | -7 | O=c1cc(O)nc(SC23CC4CC(CC(C4)C2)C3)[nH]1
-5 | 9 | Cc1ccnc(NS(=O)(=O)c2ccc3c(c2)CCO3)c1
21 | -44 | COc1ccc(-c2csc3nc(-c4cccnc4)nc(Cl)c23)cc1OC
13 | -12 | COc1ccc(N(CC(=O)N2CCN(c3cccc(C)c3C)CC2)S(=O)(=O)c2c(C)noc2C)cc1
-4 | 4 | Cc1ccc(CNC(=O)c2nnn(CC(=O)Nc3cccc(C)c3C)c2N)cc1
24 | 0 | CCC(=O)OCC(=O)N=c1sccn1Cc1ccc(C)cc1
12 | 5 | CC(C)CC(=O)O/N=C1\C(=O)N(c2ccccc2)c2ccccc21
32 | 1 | CC(=O)n1cc([C@H]2C=C(C(=O)N3CCN(Cc4ccc5c(c4)OCO5)CC3)O[C@@H](OCc3ccc(CO)cc3)C2)c2ccccc21
-10 | 1 | Cc1coc2c1c(C)cc1oc(=O)c(CC(=O)N[C@H](C(=O)O)C(C)C)c(C)c12
5 | -2 | CC[C@]12c3[nH]c4cc(CCC(=O)N(C)C)ccc4c3CCN1C(=O)[C@@H](CC(=O)NC(C)(C)C)C[C@@H]2C(=O)N1CCN(C(=O)C2CC2)CC1
6 | -11 | CCN(CC(=O)Nc1ccc2c(c1)OCCO2)C(=O)/C=C/c1cccc(OC)c1OC
20 | -12 | CC1(C)C2CCC1(C)C(NC1=NCCC1)C2 (stereo unspecified)
6 | -11 | CCOC(=O)c1ccccc1NC(=O)Cn1cnc2c1c(=O)n(C)c(=O)n2C
